# Compound activity (PubChem)
# HT1080 IDH1KD tx: kills HT-1080 cells with IDH1 knockdown; 2% of 360,000 active; Potency, µM (doses to about 46.1 µM), inactives show at the top dose activity, negative = toxicity, actives largely listed as cytotoxic; HT-1080 IDH1 knockdown viability, ATP luminescence, 48 h; AID 686971;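 further: 0% = DMSO wells and -100% = cell-free medium wells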
#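 Luminescent ATP read-out (CellTiter-Glo, 10 min at room temperature) after 48 h compound exposure at 37 °C gave viability of IDH1-knockdown HT-1080 cells. Activity was normalised to DMSO and cell-free wells, then fitted as concentration-response curves.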
# SW480 rereplic: inducers of DNA re-replication in SW480 colon cancer cells | Potency, µM (doses to about 46.1 µM), for inactives: at the top dose re-replication activation, actives largely listed as activators | SW480 DNA re-replication, Hoechst DNA content imaging, 48 h | 1.8% of 340,000 active; further: % of control where 0% means no effect; nearly all actives have a fitted effect of over 55% in size
#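 First, 250 cells per well were seeded. Next, compound or vehicle (23 nL) was pinned in, plates sat 48 hr at 37 C. Finally Hoechst was added for 40 min before fluorescence scanning.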
# KB-3-1 tox: kills parental KB-3-1 adenocarcinoma cells. Potency, µM (highest dose often 46.1 µM), for the others: top-dose activity change, negative = cytotoxic, actives largely listed as cytotoxic. KB-3-1 viability, CellTiter-Glo ATP luminescence, 72 h. 1.4% of 400,000 active; further: on the % scale 0 is the no-effect control and ±100 the full control effect; nearly all actives have a fitted effect of over 60% in size
#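 Cytotoxicity in the drug-sensitive parental line KB-3-1 was scored as loss of CellTiter-Glo luminescence following 72 h incubation with compound. Values come from curve fitting of normalized concentration-response data.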
# GLP-1R agonist: GLP-1 receptor (human) agonism; P43220; HEK293 GLP-1R CRE-luciferase, luminescence, 4-6 h; cells express a hypersensitive GLP-1R form; Potency, µM (doses to about 45.6 µM), for inactives: at the highest dose activation, actives largely listed as activators; 0.007% of 380,000 active; further: % of control where 0% means no effect
# Target sequence (P43220 whole entry, looked up): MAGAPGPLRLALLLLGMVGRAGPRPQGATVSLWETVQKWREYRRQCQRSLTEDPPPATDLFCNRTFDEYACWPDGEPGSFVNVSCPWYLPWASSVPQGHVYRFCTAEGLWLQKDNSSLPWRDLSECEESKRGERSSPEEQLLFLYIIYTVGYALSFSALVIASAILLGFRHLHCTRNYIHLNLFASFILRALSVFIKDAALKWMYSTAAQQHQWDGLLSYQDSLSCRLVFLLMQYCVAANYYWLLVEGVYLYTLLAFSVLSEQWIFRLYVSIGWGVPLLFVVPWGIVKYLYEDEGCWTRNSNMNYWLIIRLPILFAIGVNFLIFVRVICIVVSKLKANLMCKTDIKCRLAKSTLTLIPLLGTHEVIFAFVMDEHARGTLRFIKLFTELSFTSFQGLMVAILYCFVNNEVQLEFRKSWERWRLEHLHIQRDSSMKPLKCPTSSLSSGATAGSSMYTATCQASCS
# TDP-43 yeast inh: TDP-43 toxicity inhibition in yeast. 1.8% of 410,000 active. Potency, µM (doses to about 46.1 µM), inactives show at the top dose growth rescue (activation), most hits filed as activators. TDP-43 expressing yeast growth rescue, BacTiter-Glo, 24 h; further: % of control where 0% means no effect; nearly all actives have a fitted effect of over 50% in size
#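 Readout is BacTiter-Glo luminescence of cell growth, so inhibitors register as activators. TDP-43-expressing yeast at OD600=0.02 in galactose medium, after raffinose pregrowth to mid-log, were incubated with compound for 24 hr at 30 deg C.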
# GLP1R inv ag: acts as inverse agonist at human GLP-1 receptor. P43220. HEK293 GLP-1R CRE-luciferase, luminescence, 24 h; GLP-1R form is constitutively active. Potency, µM (titrated, usually from 38.3 µM), without a hit: at the top dose activity change, negative = inhibition, hits mostly inhibitors. 1.6% of 410,000 active. AID 624417; further: on the % scale 0 is the no-effect control and ±100 the full control effect; nearly all actives have a fitted effect of over 55% in size
#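 Readout was luciferase luminescence, measured 12 min after detection reagent at room temperature. Beforehand, GLP-1R reporter HEK293 cells had sat 12 h, then received compounds for 24 hr at 37 deg C.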
# KB-V1 MDR tox: kills drug-selected multidrug resistant KB-V1 cells. KB-V1 MDR cells viability, CellTiter-Glo, 72 h. Potency, µM (highest dose often 46.1 µM), for the others: top-dose activity change, negative = cytotoxicity, usual class: cytotoxic. 3.4% of 400,000 active. AID 1347076; further: on the % scale 0 is the no-effect control and ±100 the full control effect; nearly all actives have a fitted effect of over 60% in size
#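 KB-V1 MDR subline cells in DMEM (phenol-red free, 10% FBS) exposed to compounds in qHTS concentration series for 72 h at 37 degrees C. Viability read by CellTiter-Glo luminescence; concentration-effect curves fitted after normalization and correction.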
# HT1080-NT tox: kills 2HG-producing HT-1080-NT fibrosarcoma cells; AID 686970; HT-1080-NT fibrosarcoma viability, CellTiter-Glo ATP luminescence, 48 h; Potency, µM (doses to about 46.1 µM), for inactives: at the top dose activity, negative = less viability, usual class: cytotoxic; 1.6% of 360,000 active;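 further: NT is the 2HG producing partner of a matched IDH1 knockdown line; 0% = DMSO-treated cells and -100% = media-only wells without cells; nearly all actives have a fitted effect of over 55% in size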
#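 Compounds were tested in concentration-response format on HT-1080-NT cells for 48 hours at 37 degrees C. Cell viability came from CellTiter-Glo luminescence; curves were classified by r2, response magnitude and activity.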
# GLP1R cytotox: cytotoxic in the GLP-1 receptor inverse agonist counter-screen; HEK293 cAMP-luciferase reporter cells, luminescence, 24 h; Potency, µM (top dose mostly 38.3 µM), without a hit: at the highest dose activity change, negative = inhibition, hits mostly inhibitors; 0.13% of 410,000 active;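 further: loss of luciferase light is scored as toxicity; on the % scale 0 is the no-effect control and ±100 the full control effect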
#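 Cells in DMEM/10% Nu serum/1% pen-strep, 1536-well format. Pre-incubated 12 h, dosed with 23 nL compound, incubated a further 24 h. Luciferase detection, 12 min at room temp, luminescence.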
# Numbers without * were called inactive; ? = inconclusive; nt = no result given; [ ] = another dose, or the depositor's remark. The call rests on the fitted dose curve; in most records, active means well fitted curve in the direction sought with a large enough effect; inconclusive means small, poorly fitted or top-dose-only effect, or another doubt; inactive means no such curve, though single readings can be large; an effect the other way counts as inactive or inconclusive. Potency means the concentration at half of the fitted maximal effect.
Compound	HT1080 IDH1KD tx	SW480 rereplic	KB-3-1 tox	GLP-1R agonist	TDP-43 yeast inh	GLP1R inv ag	KB-V1 MDR tox	HT1080-NT tox	GLP1R cytotox
O=C(COc1ccc(S(=O)(=O)N2CCOCC2)cc1)Nc1ccccc1Cl	8%	-67%[inhibitor]	0%	13%	10%	30%	15%	-16%	-11%
Cc1ccc(S(=O)(=O)N2CCC(=O)N(C(COCc3ccc(Cl)c(Cl)c3)Cc3ccccc3)CC2)cc1 (stereo not drawn)	1%	-36%[inhibitor]	-19%	4%	-9%	3%	3%	-3%	-33%
Fc1cccc2sc(Nc3nc4ccccc4s3)nc12	-10%	3%	-23%	21%	37%	?	21µM*	-12%	?
COc1ccc(Cl)cc1C(=O)Nc1ccc(S(N)(=O)=O)cc1	-5%	-6%	5%	13%	-32%[inhibitor]	21%	6%	0%	6%
CCc1nnc(N2C(=O)c3cccc4cccc(c34)C2=O)s1	-3%	0%	3%	31%	-9%	16%	10%	-1%	-1%
Cc1oc2ccc(O)c(CN3CCN(C)CC3)c2c1C(=O)Nc1cccc(C(F)(F)F)c1	nt	nt	-12%	nt	1%	-14%	-24%	nt	13%
Cc1oc(-c2ccccc2)nc1CS(=O)CC(=O)O (stereo not drawn)	-1%	1%	2%	-2%	0%	0%	18%	20%	8%
O=C(CCCCCn1c(=O)[nH]c2ccccc2c1=O)NCCc1c[nH]c2ccccc12	-9%	-13%	-24%	1%	-2%	0%	-6%	-1%	-11%
COc1ccc(OC)c(NC(=O)COC(=O)c2ccc(S(=O)(=O)N3CCCCC3)cc2)c1	4%	nt	9%	1%	15%	3%	15%	5%	3%
COCCCNC(=O)C1CC(=O)N(c2ccc(C)cc2)C1 (stereo not drawn)	-4%	-10%	-6%	-7%	-19%	1%	?	4%	-18%
CCCC(=O)N1CCC1(C)C(=O)NS(=O)(=O)c1ccc(C(C)(C)C)cc1 (stereo not drawn)	1%	nt	0%	-2%	12%	6%	1%	18%	4%
Cc1[nH][nH]c(=O)c1C(c1ccc(O)c([N+](=O)[O-])c1)c1c(C)[nH][nH]c1=O	28%	-17%	-20%	-14%	21%	-1%	-19%	20%	?
Cc1ccc(-n2nc(C)c(NC(=O)COC(=O)c3ccccc3NCCO)c2C)cc1	8%	2%	-13%	-3%	20%	-20%	?	8%	-3%
Cc1ccc(CN2CCN(C(=O)CCN3C(=O)c4ccccc4C3=O)CC2)cc1	1%	-21%	12%	-3%	-18%	-15%	-4%	-3%	-12%
CCc1cccc(NC(=O)NC2CCCCC2)c1	5%	-2%	5%	-2%	21%	?	11%	13%	-3%
NS(=O)(=O)c1ccc(S(=O)(=O)N2CCCC(c3ccccc3)C2)cc1 (stereo not drawn)	-16%	nt	?	-3%	-2%	?	?	-18%	-4%
Cc1ccc(S(=O)(=O)NCCN=Cc2ccc(N(C)C)cc2)cc1	4%	2%	nt	-2%	11%	14%	nt	1%	8%
O=C(CN1CCc2ccccc21)Nc1ccc2c(c1)OCO2	-6%	-2%	0%	-2%	-1%	5%	-12%	-15%	62%[activator]
O=C(NCCc1ccc(Cl)cc1)C(=O)NCC(c1ccco1)S(=O)(=O)c1ccc(Cl)cc1 (stereo not drawn)	nt	nt	?	nt	15%	4%	-7%	nt	-1%
COc1ccc(CNC(=O)c2cccc3c2C(=O)N(Cc2cccnc2)C3)cc1	-12%	-3%	14%	32%	11%	72%[activator]	0%	-2%	20%

# (continued)
compound	HT1080 IDH1KD tx	SW480 rereplic	KB-3-1 tox	GLP-1R agonist	TDP-43 yeast inh	GLP1R inv ag	KB-V1 MDR tox	HT1080-NT tox	GLP1R cytotox
Cc1csc2ncc(C(=O)Nc3ccc(C(F)(F)F)cc3)c(=O)n12	2%	-3%	-6%	0%	?	-3%	1%	-1%	4%
O=C1C=C(N2CCCCC2)C2(CCCCC2)O1	6%	-4%	1%	2%	10%	6%	22%	6%	5%
COc1cc(/C=N/NC(=O)C2COc3ccccc3O2)cc(OC)c1OC (stereo not drawn)	-7%	0%	0%	29%	11%	13%	?	1%	?
CC1(C)CC(=O)c2sc(N)nc2C1	10%	-1%	10%	-11%	9%	?	-9%	3%	0%
CN(C)C=Nc1ncc2c3ccccc3n(Cc3ccccc3)c2c1C#N	4%	?	-2%	10%	21%	7%	0%	9%	9%
O=C(Nc1ccc(Br)c2cccnc12)c1ccc(Cn2cc([N+](=O)[O-])cn2)o1	-1%	-12%	-11%	1%	?	5%	1%	6%	5%
Cc1ccc(S(=O)(=O)NCCC(=O)OCC(=O)N(Cc2ccccc2)C(C)(C)C)cc1C	4%	-2%	0%	10%	15%	?	-28%	0%	3%
Cc1ccccc1C(=O)O/N=C/c1c(N2CCOCC2)n(C)c2ccccc12	2.5µM*	?	?	-3%	17%	-31%	?	2.8µM*	-12%
COc1cc(NC(=O)C(=O)NCCN2CCNCC2)c(OC)cc1Cl	0%	-129%[inhibitor]	14%	3%	0%	-1%	2%	4%	4%
O=C(Nc1ccccc1)c1cccc(=O)o1	12%	-12%	2%	1%	0%	17%	15%	17%	4%
Cc1ccc(S(=O)(=O)NN=Cc2ccco2)cc1	10%	nt	24%	-1%	10%	59%[activator]	-2%	11%	?
CC(C)C(=O)Nc1ccc(Nc2ccccc2)cc1	-2%	1%	?	6%	24%	?	2%	3%	-2%
CCOC(=O)N1CCC(C(N)=O)CC1	15%	-2%[9.22 µM]	3%	-7%	-6%	-2%	19%	8%	3%
N/C(=N/O)c1cccn1Cc1ccccc1[N+](=O)[O-]	7%	4%[1.84 µM]	4%	2%	nt	-21%	0%	10%	2%
c1csc(Cc2nn3c(-c4n[nH]c5c4CCC5)nnc3s2)c1	?	-15%	?	15%	11%	100%[activator]	0%	-24%	-6%
CC(C)N(Cc1ccccc1)S(=O)(=O)c1ccc(Cl)nc1	1%	?	4%	4%	-16%	?	-6%	2%	-2%
CC1=C(C(=O)N2CCCC(N3CCN(c4cccc(C(F)(F)F)c4)CC3)C2)OCCO1 (stereo not drawn)	3%	10%	nt	0%	-4%	?	nt	0%	6%
CCCN(C(=O)C1CCN(S(=O)(=O)c2ccc(OC)c(OC)c2)CC1)C1CCS(=O)(=O)C1 (stereo not drawn)	-1%	-6%	18%	12%	14%	-7%	7%	-3%	15%
COc1ccc(C(=O)OCc2cc(=O)n3nc(C4CC4)sc3n2)cc1OC	nt	nt	-12%	nt	4%	13%	-10%	nt	5%
CCCC1S/C(=N/N=C/c2cccs2)NC1=O (stereo not drawn)	-1%	0%	8%	-17%	8%	1%	26%	8%	-26%
CC(C)CN1C(=O)c2ccc(NC(=O)c3cccs3)cc2C1=O	?	-1%	0%	1%	-4%	0%	13µM*	3%	1%
CN(C)CCNC(=O)Cn1nc(N2CCN(c3ccccc3)CC2)ccc1=O	nt	nt	-2%	nt	-6%	-14%	-16%	nt	3%
COc1ccccc1C(=O)OCC(=O)Nc1ccc(Cl)cn1	-2%	1%	0%	-1%	4%	11%	?	8%	1%
Cc1ccc(C(=O)NCc2ccc(Cl)c(Cl)c2)o1	2%	-4%	-3%	12%	?	?	-21%	0%	-10%
C/C(=N\NC(=O)c1ccc2c(c1)OCO2)c1ccco1	-18%	-6%	-5%	-1%	4%	?	-22%	-20%	9%
Cn1cc(C=O)c2ccccc21	0%	-2%	0%	-3%	0%	1%	-3%	1%	0%
Cc1cccc(CSc2nc3ccncc3n2CC(=O)Nc2cc(C)cc(C)c2)c1	-29%	16%	14%	5%	?	?	0%	-22%	-17%
C/C(=C\c1ccccc1)C(=O)NCCc1ccccc1	23%	2%	20%	10%	-9%	-28%	-2%	18%	-3%

# A few values from the entries so far.
# Result for c1csc(Cc2nn3c(-c4n[nH]c5c4CCC5)nnc3s2)c1 under GLP1R inv ag: 100%[activator]
# Result for Cc1cccc(CSc2nc3ccncc3n2CC(=O)Nc2cc(C)cc(C)c2)c1 under HT1080 IDH1KD tx: -29%
# Result for CC(C)CN1C(=O)c2ccc(NC(=O)c3cccs3)cc2C1=O under TDP-43 yeast inh: -4%
# Result for O=C(Nc1ccc(Br)c2cccnc12)c1ccc(Cn2cc([N+](=O)[O-])cn2)o1 under GLP-1R agonist: 1%
# Result for Cc1csc2ncc(C(=O)Nc3ccc(C(F)(F)F)cc3)c(=O)n12 under HT1080-NT tox: -1%
# Result for CN(C)CCNC(=O)Cn1nc(N2CCN(c3ccccc3)CC2)ccc1=O under TDP-43 yeast inh: -6%

# Whole records as entered above:
# Shown for O=C(NCCc1ccc(Cl)cc1)C(=O)NCC(c1ccco1)S(=O)(=O)c1ccc(Cl)cc1 (stereo not drawn) → HT1080 IDH1KD tx: nt; SW480 rereplic: nt; KB-3-1 tox: ?; GLP-1R agonist: nt; TDP-43 yeast inh: 15%; GLP1R inv ag: 4%; KB-V1 MDR tox: -7%; HT1080-NT tox: nt; GLP1R cytotox: -1%
# Shown for CCCN(C(=O)C1CCN(S(=O)(=O)c2ccc(OC)c(OC)c2)CC1)C1CCS(=O)(=O)C1 (stereo not drawn) → HT1080 IDH1KD tx: -1%; SW480 rereplic: -6%; KB-3-1 tox: 18%; GLP-1R agonist: 12%; TDP-43 yeast inh: 14%; GLP1R inv ag: -7%; KB-V1 MDR tox: 7%; HT1080-NT tox: -3%; GLP1R cytotox: 15%
